High-throughput results as filed in PubChem BioAssay.
GDH-TPI inh = GDH-TPI coupling enzyme inhibitors, primary screen, artefact control for M. tuberculosis FBA inhibitor project, biochemical, absorbance, full deck | GDH-TPI coupled enzyme counterscreen, NADH absorbance | inhibition, % at 4.8 µM | 360,000 tested, 1.2% active | AID 588335, 2011; in the data active = inhibition above about 30%;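 also: 0% = DMSO wells and 100% = wells lacking the enzyme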
PrPC surface inh = inhibitors of human cell surface prion protein PrPC, primary screen, cell-based, TR-FRET; inhibition, % at 13.8 µM; Major prion protein (Homo sapiens), P04156; TR-FRET read-out; AID 720596, 2013; 370,000 tested, 0.43% active; in the data active = inhibition above about 24%; also: 0% = median of the test wells and 100% = reference compound wells
MazF activator = activators of E. coli MazEF toxin-antitoxin RNase, primary screen, biochemical, fluorescence, uHTS; 350,000 tested, 0.32% active; FAM/BHQ RNA-DNA oligo cleavage fluorescence, 5 h; activation, % at 20 µM; in the data active = activation above about 50%
Target sequence (P0AE70 whole entry, looked up): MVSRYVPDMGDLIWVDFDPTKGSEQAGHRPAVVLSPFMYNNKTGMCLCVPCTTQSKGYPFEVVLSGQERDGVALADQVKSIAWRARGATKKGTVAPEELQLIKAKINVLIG
Rv3671c inh = Rv3671c serine protease inhibitors, primary screen, biochemical, fluorescence polarization, M. tuberculosis H37Rv; inhibition, % at 5.96 µM; 320,000 tested, 0.048% active; in the data active = inhibition above about 38%;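 also: extracellular domain of Rv3671c used as enzyme; 0% = enzyme with DMSO and 100% = no enzyme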
Target sequence (P9WHR9 whole entry, looked up, the tested form may be a part): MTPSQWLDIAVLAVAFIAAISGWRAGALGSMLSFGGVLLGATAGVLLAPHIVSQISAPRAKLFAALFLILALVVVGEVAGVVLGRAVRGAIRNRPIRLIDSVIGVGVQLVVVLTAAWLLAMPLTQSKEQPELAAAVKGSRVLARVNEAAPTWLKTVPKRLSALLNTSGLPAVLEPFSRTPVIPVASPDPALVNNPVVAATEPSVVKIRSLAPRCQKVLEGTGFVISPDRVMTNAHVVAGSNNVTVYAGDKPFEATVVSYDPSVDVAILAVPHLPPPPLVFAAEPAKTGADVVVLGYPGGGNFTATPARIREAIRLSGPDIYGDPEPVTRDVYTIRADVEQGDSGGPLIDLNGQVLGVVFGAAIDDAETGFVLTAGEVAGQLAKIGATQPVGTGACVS
FadD28 FP inh = inhibitors of FadD28 bisubstrate probe binding, primary screen, biochemical, fluorescence polarization, single point; Mycobacterium tuberculosis FadD28 fatty-acid-AMP ligase; inhibition, % at 12.5 µM; 360,000 tested, 0.22% active; AID 588549, 2011; in the data active = inhibition above about 8.5%, passing the limit was not always enough; inconclusive = no clear call, values can overlap the other calls
BoNT-F LC inh = BoNT/F light chain protease inhibitors, primary screen, biochemical, flow cytometry, MLPCN library | Multiplex microsphere protease cleavage assay | inhibition, % at 10 µM | 360,000 tested, 0.22% active | Botulinum neurotoxin type F light chain protease (Clostridium botulinum) | AID 588497, 2011; in the data active = inhibition above about 35%, passing the limit was not always enough; inconclusive = no clear call, values can overlap the other calls; also: plate controls were buffer without enzyme for full effect and enzyme alone for no effect
Mtb UGM inh = M. tuberculosis UGM enzyme inhibitors, primary screen, biochemical, fluorescence polarization, single point. UDP-galactopyranose mutase (Mycobacterium tuberculosis (strain ATCC 25618 / H37Rv)), …. purified UGM, fluorescence polarization probe displacement. inhibition, % at 10 µM. 320,000 tested, 0.06% active; in the data active = inhibition above about 10%, passing the limit was not always enough; inconclusive = no clear call, values can overlap the other calls
Target sequence (P9WIQ1 whole entry, looked up): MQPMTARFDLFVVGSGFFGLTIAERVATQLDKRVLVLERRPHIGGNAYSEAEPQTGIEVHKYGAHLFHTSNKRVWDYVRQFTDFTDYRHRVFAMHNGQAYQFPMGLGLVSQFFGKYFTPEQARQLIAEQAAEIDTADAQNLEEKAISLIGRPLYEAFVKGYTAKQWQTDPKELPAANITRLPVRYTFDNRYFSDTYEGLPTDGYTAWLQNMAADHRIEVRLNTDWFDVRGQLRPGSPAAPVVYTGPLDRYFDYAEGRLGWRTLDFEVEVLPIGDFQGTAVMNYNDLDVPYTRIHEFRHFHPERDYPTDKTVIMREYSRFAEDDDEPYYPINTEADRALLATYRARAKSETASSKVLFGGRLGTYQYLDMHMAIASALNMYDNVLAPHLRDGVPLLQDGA
BioA inh = M. tuberculosis BioA enzyme inhibitors, primary screen, biochemical, plate reader, single point, HTS; 7,8-diaminopelargonic acid synthase BioA (Mycobacterium tuberculosis); purified M. tuberculosis BioA enzyme; inhibition, % at 9.99 µM; 360,000 tested, 0.096% active; in the data active = inhibition above about 40%; inconclusive = no clear call, values can overlap the other calls
FBA Mtb inh = Mtb FBA enzyme inhibitors, primary screen, biochemical, fluorescence, strain H37Rv. Fructose-bisphosphate aldolase (Mycobacterium tuberculosis (strain ATCC 25618 / H37Rv)), …. purified M. tuberculosis FBA, fluorescence read-out. inhibition, % at 1 µM. 360,000 tested, 2.3% active. AID 588726, 2011; in the data active = inhibition above about 27%;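 also: 0% = vehicle and 100% = reference inhibitor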
Active calls of the source: *; u = inconclusive; x = no result given.

SMILES	GDH-TPI inh	PrPC surface inh	MazF activator	Rv3671c inh	FadD28 FP inh	BoNT-F LC inh	Mtb UGM inh	BioA inh	FBA Mtb inh
COC(=O)c1sc2nc3c(c(-c4cccs4)c2c1N)CCCC3	9	3	-9	-1	-0.9	-9	0.0	-7.1	5
O=C(O)CC/C(=N\Nc1ccccc1[N+](=O)[O-])c1cccs1	14	x	0	10	5.8	-16	3.8	12	-7
C/C(N)=C(/C#N)C(=O)COC(=O)c1cc(-c2cccc3ccccc23)nc2ccccc12	-1	-8	-7	2	-2.8	-2	0.3	x	1
N#Cc1ccsc1NC(=O)CN1CCCCC1	-12	-4	3	0	0.5	-2	0.0	-0.4	5
O=C(c1cn(-c2ccccc2)nc1-c1cccc([N+](=O)[O-])c1)N1CCCCC1	-1	-8	-1	1	-4.2	0	4.3	-2.6	-2
Fc1ccc(CCNc2ncnc3[nH]ncc23)cc1	-3	11	-4	x	-6.2	1	x	11	-3
CCCNC(=O)CSc1nnc(-c2ccco2)n1C	6	2	-1	12	-0.1	-32	2.9	0.8	1
Cc1ccccc1OCC(=O)Nc1ccc2c(c1)C(=O)N(CCC(=O)O)C2=O	6	-4	0	-3	-2.1	-4	0.1	-1.6	2
O=C(/C(=C/c1ccccc1)n1cncn1)c1ccc(Cl)cc1Cl	14	7	-2	-4	-3.1	-5	-2.8	-0.2	-11
C=CC(=O)NC(NC(=O)C=C)c1ccccc1F	14	-5	3	-1	-2.2	0	1.4	-0.1	-6
Nc1ccc(-c2ccc(N)c([N+](=O)[O-])c2)cc1[N+](=O)[O-]	4	-25	-10	-11	-0.4	-4	-0.6	x	4
C1CCN(CCC2CCCCN2)CC1 (stereo not given)	8	-2	-3	x	-3.0	4	x	-0.4	4
Nc1c(N(CCO)C(=O)C2CCCC2)c(=O)[nH]c(=O)n1Cc1ccccc1	4	-2	-5	7	-0.1	-4	-1.1	0.7	5
CCN(CC(=O)Nc1ccc2c(c1)OCCO2)C(=O)CCc1ccc(OC)cc1	7	4	-1	x	-2.7	x	x	1.4	-2
O=C(NNc1ccccn1)c1ccccc1CC[N+](=O)[O-]	4	-20	5	3	-1.1	1	-0.8	1.4	4
C=CCn1c(SCc2nc3c(c(=O)[nH]c(=O)n3CCCC)n2CCC)nnc1-c1ccccc1	-6	2	7	11	-3.0	-5	-0.7	-0.5	-1
Cc1ccc(C(=O)O/N=C2\CC3CCC2(C)C3(C)C)cc1 (stereo not given)	10	0	-1	-3	-0.9	1	1.4	1.3	-1
Nc1ncnc2c1nc(Sc1ccc(Cl)cc1)n2[C@@H]1O[C@@H]2COP(=O)(O)O[C@H]2[C@H]1O	0	3	3	3	-3.4	-10	-2.2	1.8	-1
CC(=O)c1cn(-c2ccc(Cl)cc2)c(=O)[nH]c1=O	6	7	7	3	-3.1	-4	-1.8	-0.5	-1
Oc1cccc(/C=N/N2CCN(c3ccccn3)CC2)c1	0	5	0	-1	-2.2	-2	1.5	2.4	3
Cc1ccccc1SCC(=O)N1CCN(c2ccc(C(F)(F)F)cn2)CC1	7	1	-3	-8	-1.3	-2	-1.5	0.8	3
Cn1c(O)c(N=NC(=O)Cc2c[nH]c3ccccc23)c2ccccc21	11	-32	12	x	-0.5	0	x	x	-3
COc1ccc(S(=O)(=O)N2CCC(C(=O)N3CCCCC3)CC2)cc1	0	-2	2	3	x	-4	-1.0	-0.2	1
C=CCc1cc(Cl)ccc1OCCOCCNC(C)CC (stereo not given)	-15	-4	2	-2	-4.5	-3	0.7	0.5	-1
CC1CC(C)(C)CC2(C1)NC(=O)N(CC(=O)NC1CCCc3ccccc31)C2=O (stereo not given)	3	-3	5	-10	-0.7	14	0.7	-1.5	1
C/C(=N\NC(=O)Cc1ccc(Cl)cc1)c1cccc(NC(=O)c2cccnc2)c1	-6	13	-7	x	-2.5	4	0.5	1.2	1
O=C(c1ccccn1)N1CCN(C(=O)c2ccccn2)CC1	1	-1	11	0	-1.5	-2	-0.8	-1.4	0
CCOc1ccc(NC(=O)c2ccccc2SC)cc1	5	2	10	-1	-0.9	-7	1.4	x	0
O=C(NCc1cccs1)C1CC(=O)N(c2ccc(F)cc2)C1 (stereo not given)	13	-3	7	4	0.3	-6	0.9	x	1
CN(Cc1ncc[nH]1)C(=O)CC1C(=O)NCCN1Cc1c(F)cccc1Cl (stereo not given)	4	-5	-1	5	-0.9	-5	-1.3	-1.1	-5
CCCC1(CCC)NC(=O)N(CC(=O)Nc2ccc(Cl)c(S(=O)(=O)N3CCOCC3)c2)C1=O	-2	6	5	-1	-2.1	2	-1.3	1.5	1
COc1ccc(CNC(=O)c2cnc(C)cn2)c(OC)c1	4	5	0	3	-0.8	-20	4.0	-0.1	0
S=C(Nc1ccccc1Oc1ccccc1)Nc1cccc(Cl)c1Cl	3	-7	1	-5	-1.6	-16	-0.4	-1.9	-1
CC(=O)c1cccc(OC(=O)Oc2cccc(C(C)=O)c2)c1	3	8	-4	x	-1.7	-3	x	x	3
COc1ccc(N2C(=O)c3ccccc3S2(=O)=O)cc1	-6	-3	-3	-2	-5.9	3	-1.4	-0.2	-6
COc1ccc(C(=O)NC2CCCCCC2)cc1S(=O)(=O)N1CCCc2ccccc21	9	-9	-2	-16	-1.1	-2	3.1	-5.6	-9
CC(C)NC(=O)CC(=O)N/N=C/c1c(F)cccc1Cl	0	-10	10	1	-4.9	2	-0.7	0.1	-2
Cc1cc(N2CCCC2)ccc1C=C(C#N)C#N	5	3	-114	-2	-4.3	-1	4.7	-0.8	-6
CN1CCN(Cc2nc3c([nH]2)c(=O)[nH]c(=O)n3C)CC1	2	0	-12	0	-1.6	4	-3.0	-0.4	3
CC1(C)CC2(OC2c2ccccc2[N+](=O)[O-])C(=O)c2ccccc21 (stereo not given)	5	-3	7	x	-1.7	3	x	-0.3	-1
CNc1oc(Cc2ccccc2)nc1S(=O)(=O)c1ccc(Cl)cc1	15	1	-7	1	-0.2	11	0.1	-2.0	1
O=C(O)C1C2C=CC(C2)C1C(=O)NCc1ccccc1 (stereo not given)	-3	-1	4	-4	-0.3	-6	0.2	-2.0	0
CCOC(=O)Cc1csc(NC(=O)COc2ccc(N(C)S(=O)(=O)c3cccs3)cc2)n1	-6	14	10	-8	-3.2	-3	-1.1	0.9	-2
O=S(=O)(c1ccccc1)N1CCN(Cc2cccc(Cl)c2)CC1	-5	-7	-10	3	-5.2	u	2.6	0.4	5
COC(=O)CCCC(=O)N1CCCC(C(=O)c2ccc(-c3ccccc3)cc2)C1 (stereo not given)	5	2	-8	-13	-1.2	u	-1.0	-0.5	2
COc1ccc(OC)c(NC(=O)CC2(CC(=O)O)CCCC2)c1	3	9	4	1	0.9	-14	1.8	-0.5	0
COc1ccc(C2(c3ccc(OC)cc3)NC(=O)N(CC(=O)N3CCOCC3)C2=O)cc1	-5	-13	3	-10	-2.2	2	-2.3	-0.6	0
Cc1ccc(S(=O)(=O)N(CC(=O)NCc2ccco2)Cc2ccccc2F)cc1	-2	2	4	x	-1.9	-8	x	1.0	2
O=C(Nc1nnc(C2CC2)s1)c1ccncc1	17	12	-9	0	1.7	u	0.1	-0.4	5
Cc1ccc(OCC(=O)NC(=S)Nc2cccc(C)n2)cc1	11	2	-24	3	0.2	6	-0.7	x	3
CC(C)(C)NC(=O)NC(=O)CSc1nnc2ccccn12	4	0	-1	-8	0.9	-8	-1.0	x	1
CCCCN1C(=O)C(CC(=O)NCC)SC1=Nc1ccccc1 (stereo not given)	5	0	-1	0	-2.7	-10	1.9	0.8	-5
Brc1ccc2ncc(Br)cc2c1	-7	10	4	7	-5.4	-5	-1.1	-0.1	-2
CCOc1ccc(N(C(=O)c2snc(C(N)=O)c2N)C(C(=O)NCC2CCCO2)c2c[nH]c3ccccc23)cc1 (stereo not given)	2	-11	0	-4	-2.9	6	0.6	11	-1
COc1ccc(-c2csc3nc[nH]c(=O)c23)cc1OC	0	-9	1	-16	0.1	-2	1.8	3.0	1
Cc1ccc(OC(=O)CCC(=O)Oc2ccc(C)cc2C)c(C)c1	-1	-7	-3	x	-2.8	7	x	-1.3	-1
Cc1cc(Cl)ccc1C(=O)C1CCCN(C(=O)c2n[nH]c3c2CCCC3)C1 (stereo not given)	-2	4	1	-11	-0.3	-4	3.3	x	0
O=C(Nc1ccc(Cl)cc1)c1csc([C@@H]2O[C@H](CO)[C@@H](O)[C@H]2O)n1	11	13	x	x	-1.4	0	x	-0.4	-1
CCOc1ccc(-c2ccc(SCC(=O)NC3CCCCC3)nn2)cc1	10	8	-14	-1	-1.6	-10	0.4	-1.5	0
Cc1ccc(CS(=O)Cc2ccc(C(=O)NC3CCCCCC3)o2)cc1 (stereo not given)	8	1	2	0	-1.0	-8	2.5	0.9	0
O=[N+]([O-])c1ccc(-c2ccc(S(=O)(=O)NCCN3CCCC3)cc2)cc1	9	-15	2	1	-3.2	-7	0.3	x	-2
O=C(Cc1cccs1)Nc1nncs1	-8	10	8	5	-3.4	9	-0.7	-0.2	-3

Five compounds from above, sorted by count of non-hydrogen atoms, rising:
SMILES	GDH-TPI inh	PrPC surface inh	MazF activator	Rv3671c inh	FadD28 FP inh	BoNT-F LC inh	Mtb UGM inh	BioA inh	FBA Mtb inh
COc1ccc(-c2csc3nc[nH]c(=O)c23)cc1OC	0	-9	1	-16	0.1	-2	1.8	3.0	1
CC(C)(C)NC(=O)NC(=O)CSc1nnc2ccccn12	4	0	-1	-8	0.9	-8	-1.0	x	1
COc1ccc(OC)c(NC(=O)CC2(CC(=O)O)CCCC2)c1	3	9	4	1	0.9	-14	1.8	-0.5	0
CCOc1ccc(-c2ccc(SCC(=O)NC3CCCCC3)nn2)cc1	10	8	-14	-1	-1.6	-10	0.4	-1.5	0
Cc1cc(Cl)ccc1C(=O)C1CCCN(C(=O)c2n[nH]c3c2CCCC3)C1 (stereo not given)	-2	4	1	-11	-0.3	-4	3.3	x	0

5 records picked at random from those above, as already listed:
SMILES	GDH-TPI inh	PrPC surface inh	MazF activator	Rv3671c inh	FadD28 FP inh	BoNT-F LC inh	Mtb UGM inh	BioA inh	FBA Mtb inh
Cc1ccc(CS(=O)Cc2ccc(C(=O)NC3CCCCCC3)o2)cc1 (stereo not given)	8	1	2	0	-1.0	-8	2.5	0.9	0
Cc1cc(Cl)ccc1C(=O)C1CCCN(C(=O)c2n[nH]c3c2CCCC3)C1 (stereo not given)	-2	4	1	-11	-0.3	-4	3.3	x	0
COc1ccc(OC)c(NC(=O)CC2(CC(=O)O)CCCC2)c1	3	9	4	1	0.9	-14	1.8	-0.5	0
CNc1oc(Cc2ccccc2)nc1S(=O)(=O)c1ccc(Cl)cc1	15	1	-7	1	-0.2	11	0.1	-2.0	1
CCCCN1C(=O)C(CC(=O)NCC)SC1=Nc1ccccc1 (stereo not given)	5	0	-1	0	-2.7	-10	1.9	0.8	-5
